High-throughput results deposited in PubChem by The Scripps Research Institute Molecular Screening Center.
PAFAH2 inh = PAFAH2 (human) inhibition. 340,000 compounds, 0.99% hits. recombinant PAFAH2, FP-rhodamine activity probe, fluorescence polarization. inhibition, % at 3.39 µM. Q99487. AID 492956;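 active means inhibition above the mean over all tested compounds plus 3 SD, cut at about 30% in these data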;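 further: inhibitors block probe labeling of enzyme so polarization drops; 0% = enzyme with DMSO and 100% = wells lacking PAFAH2 protein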
PAFAH1B3 FP inh = blocks human PAF acetylhydrolase 1B catalytic subunit 3; Q15102; recombinant PAFAH1B3, FP-rhodamine probe, fluorescence polarization; inhibition, % at 3.39 µM; 340,000 compounds, 0.28% hits; AID 492972;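 active means inhibition above the screen-wide average of all tested compounds plus 3 SD, cut at about 25% in these data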;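 further: 0% = enzyme with DMSO only and 100% = wells lacking PAFAH1B3 protein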
Target sequence (Q15102 whole entry, looked up): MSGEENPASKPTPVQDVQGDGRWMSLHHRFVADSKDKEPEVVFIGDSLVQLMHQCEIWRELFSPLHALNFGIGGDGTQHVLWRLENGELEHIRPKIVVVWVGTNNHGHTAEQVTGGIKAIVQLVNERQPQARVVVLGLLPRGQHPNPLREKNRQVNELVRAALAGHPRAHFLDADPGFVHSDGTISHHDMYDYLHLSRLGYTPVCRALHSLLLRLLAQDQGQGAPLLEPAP
LYPLA2 counter = LYPLA2 (human) inhibition in PME1 counter-screen | O95372 | recombinant LYPLA2, FP-Rh probe fluorescence polarization | inhibition, % at 5.9 µM | 320,000 compounds, 0.38% hits | AID 2177;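 active means inhibition above the screen-wide mean plus 3 SD, limit set per campaign, cut at about 26% in these data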;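 further: 0% = LYPLA2 with DMSO and 100% = wells lacking LYPLA2 enzyme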
pPAFAH inh = pPAFAH (human) enzyme inhibition. recombinant pPAFAH, FP-rhodamine probe fluorescence polarization. inhibition, % at 3.39 µM. 330,000 compounds, 1.5% hits. AID 463082;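 active means inhibition above the mean inhibition across the screen plus 3 SD, cut at about 25% in these data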;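 further: inhibitors block binding of the rhodamine activity-based probe so polarization drops; 0% = enzyme with DMSO and 100% = wells lacking pPAFAH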
ZTA counter = counter-screen for EBNA-1 inhibitors: inhibitors of Epstein-Barr virus ZTA | P03206 | inhibition, % at 11 µM | 320,000 compounds, 0.15% hits | ZTA-DNA binding, fluorescence polarization; in the data active means inhibition above about 33%
Target sequence (P03206 whole entry, looked up): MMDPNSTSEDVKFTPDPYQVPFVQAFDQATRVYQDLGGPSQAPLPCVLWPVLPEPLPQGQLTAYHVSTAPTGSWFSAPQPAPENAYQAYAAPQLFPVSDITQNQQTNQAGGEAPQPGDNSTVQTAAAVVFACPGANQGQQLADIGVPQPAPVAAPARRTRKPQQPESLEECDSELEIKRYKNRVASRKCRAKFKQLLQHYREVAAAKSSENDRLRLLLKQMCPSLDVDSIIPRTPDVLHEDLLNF
PAFAH1B2 inh = inhibitors of human PAFAH1B2; P68402; recombinant PAFAH1B2, FP-rhodamine activity probe, fluorescence polarization; AID 492953; 340,000 compounds, 1.2% hits; inhibition, % at 3.39 µM;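 active means inhibition above the mean of all tested compounds plus 3 SD, cut at about 24% in these data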;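 further: 0% = enzyme with DMSO and 100% = wells lacking PAFAH1B2; many of its hits are not listed in these tables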
Target sequence (P68402 whole entry, looked up): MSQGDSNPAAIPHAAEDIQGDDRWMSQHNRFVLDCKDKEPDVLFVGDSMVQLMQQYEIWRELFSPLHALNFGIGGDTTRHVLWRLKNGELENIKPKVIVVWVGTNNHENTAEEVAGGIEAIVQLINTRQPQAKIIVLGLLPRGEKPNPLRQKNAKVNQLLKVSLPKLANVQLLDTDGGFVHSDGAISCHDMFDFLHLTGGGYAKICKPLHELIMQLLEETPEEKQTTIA
PREPL inhibitor = inhibitors of human prolyl oligopeptidase-like enzyme PREPL; 320,000 compounds, 0.68% hits; inhibition, % at 5.96 µM; Q4J6C6; recombinant PREPL, fluorescence polarization activity-based probe; in the data active means inhibition above about 43%;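 further: 0% = enzyme with DMSO and 100% = wells lacking enzyme; many of its hits are not listed in these tables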
EBNA-1 inh = blocks EBNA-1 binding to DNA. EBNA-1 DNA binding, fluorescence polarization. inhibition, % at 14.8 µM. 300,000 compounds, 0.34% hits; in the data active means inhibition above about 28%
LYPLA1 counter = LYPLA1 (human) inhibition in PME1 counter-screen; 320,000 compounds, 0.16% hits; recombinant LYPLA1, FP-Rh probe fluorescence polarization; O75608; AID 2174; inhibition, % at 5.9 µM;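 active means inhibition above the mean of all tested compounds plus 3 SD, set per campaign, cut at about 14% in these data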;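 further: inhibitors block serine hydrolase probe labeling of LYPLA1 so polarization falls; 0% = enzyme with DMSO and 100% = wells lacking LYPLA1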
Target sequence (O75608 whole entry, looked up): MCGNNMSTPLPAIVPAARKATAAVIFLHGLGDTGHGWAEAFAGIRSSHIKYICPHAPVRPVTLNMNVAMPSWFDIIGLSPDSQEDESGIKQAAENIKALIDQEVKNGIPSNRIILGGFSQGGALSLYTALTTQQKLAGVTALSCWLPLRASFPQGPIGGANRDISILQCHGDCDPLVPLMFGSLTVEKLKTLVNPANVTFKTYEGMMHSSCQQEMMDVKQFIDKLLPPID
Starred values were filed as active, the others as inactive; / = no result given.

Every second line gives: PAFAH2 inh, PAFAH1B3 FP inh, LYPLA2 counter, pPAFAH inh, ZTA counter, PAFAH1B2 inh, PREPL inhibitor, EBNA-1 inh, LYPLA1 counter
> CCOC(=O)C1=C(O)CSC1=Nc1cccc2ccccc12
→ 15, 3, -4, 4, -8, -3, -6, -4, -1
> CSc1ccccc1NC(=O)c1ccccc1
→ 1, -5, -8, -5, 0, 1, 16, -7, -2
> O=C(NC1CC2CCCC(C1)N2C(=O)NC1CCCCC1)c1ccccc1 (configuration not stated)
→ 8, 14, -1, 9, 7, 4, 0, 3, 1
> O=S(=O)(Nc1cccc2ccccc12)c1cccc2nonc12
→ 8, 6, -5, 6, 10, 10, 1, -2, 2
> CCOC(=O)C1(Cc2cccc(OC)c2)CCCN(S(=O)(=O)N(C)C)C1 (configuration not stated)
→ 1, 6, -3, 4, 10, 0, -5, -9, 1
> O=C(NNC(=O)c1cccnc1)NC12CC3CC(CC(C3)C1)C2
→ 11, 6, 0, 2, -4, 4, 0, -9, 1
> Cc1cc(N/N=C/c2ccc(Cl)cc2Cl)nc(NCc2ccccc2)n1
→ -14, 2, -16, -4, -6, -11, -9, -12, -9
> O=C(CSc1nc2scc(-c3ccccc3)c2c(=O)[nH]1)NC1CCCCC1
→ /, /, -2, -2, 5, /, 3, 4, -2
> COc1ccc(N2CCN(C(=O)c3cc(=O)c4cc(Cl)ccc4o3)CC2)cc1
→ -1, -1, 6, -2, -2, -2, 0, -17, -2
> O=C(NCc1ccco1)c1cc2n(n1)C(C(F)(F)F)CC(c1ccc(Cl)c(Cl)c1)N2 (configuration not stated)
→ -1, 5, -2, 8, 1, 3, -43, 4, -4
> Cc1cc(C)c(S(=O)(=O)N2CCOC2CNC(=O)C(=O)NCCN(C)C)c(C)c1 (configuration not stated)
→ 2, -4, -3, 0, -5, -5, -5, -3, -3
> Cc1ccc(N2CC(C(=O)Nc3ccc(C)c(S(=O)(=O)N(C)C)c3)CC2=O)cc1 (configuration not stated)
→ 6, 11, -4, 4, -1, 0, 0, -5, 4
> CC(C)n1cc(CN2CCC(Oc3ccc(C(=O)N4CCCC4)cc3)CC2)cn1
→ 0, 6, 7, -3, 11, 1, 3, 7, 6
> COc1ccc(CC(=O)Nc2ccc(C(N)=O)cc2)cc1
→ 1, -3, -5, 1, 1, 2, -3, -1, -2
> S=C(Nc1ccc(Br)cc1Cl)Nn1cnnc1
→ -1, -1, -1, 3, -19, -4, 7, -1, 3
> CCOc1cc(C(=S)N2CCOCC2)ccc1OC(=O)/C=C/c1ccc(OC)c(OC)c1
→ 6, 5, 9, 0, -7, -5, 18, -2, 0
> CCOC(=O)C1CCN(C(=O)c2cnn3c(C)cc(C)nc23)CC1
→ 0, -3, -1, 4, 5, -5, 7, 0, -1
> COc1ccc(NC(=S)N2CCN(S(=O)(=O)c3ccc(C)cc3)CC2)cc1
→ 0, -13, 1, 13, -2, 1, 4, 9, -2
> O=C(Nc1cc(C(F)(F)F)ccc1-n1cncn1)c1ccc(-c2ccccc2)cc1
→ -17, -2, 0, -2, 18, -1, 20, -5, -7
> CC(NC(=O)/C=C/c1ccccc1)c1ccccc1 (configuration not stated)
→ 0, 4, 0, -3, -3, 6, 5, -1, 1
> Cc1ccc2[nH]c(=O)c3cc(C(=O)NCCN4CCN(C)CC4)sc3c2c1
→ 4, 12, -5, 3, -6, 7, -4, 1, -1
> CCn1c(CNC(=O)COc2ccc(C(C)C)cc2)nnc1SCC(=O)Nc1ccccc1F
→ 5, 5, 2, 3, -12, 6, 5, 5, 4
> C=C(C)CSC1=C(C#N)C(c2ccsc2)CC(=O)N1 (configuration not stated)
→ -2, 7, 4, 11, 5, 8, 5, 0, 3
> CCCCN(CC)CCCNC(=S)Nc1ccc2nc(N3CCN(C)CC3)cc(C)c2c1
→ 0, 3, 6, 3, 13, 2, 17, 8, 1
> CCc1nc2ccccc2c(C(=O)Nc2cc(C)ccc2C)c1C
→ 4, 4, -3, 2, -7, -3, 9, 5, -2
> CCOC(=O)C(C)CC(C)C(=O)N1CCOCCOCCN(C(=O)C(C)CC(C)C(=O)OCC)CCOCC1 (configuration not stated)
→ -2, -4, -9, 5, 2, 5, -3, 5, -3
> COc1ccc(NC(=O)CN2CCN(S(=O)(=O)N(C)C)CC2)cc1
→ 0, 5, 1, 0, -20, -4, 22, 1, 1
> NC(=O)CSc1cn(CCNC(=O)c2cccs2)c2ccccc12
→ -8, 4, 0, 0, -10, 2, 14, -1, -2
> Cn1cccc1Cc1nnc(SCC(=O)NCC2CCCO2)n1C (configuration not stated)
→ 2, 5, 1, 6, -15, 8, 1, 5, -2
> CC(C)CNC(=O)COc1ccccc1[N+](=O)[O-]
→ 6, -3, 6, 1, 8, -1, 3, -5, 5

Next results
Every second line gives: PAFAH2 inh, PAFAH1B3 FP inh, LYPLA2 counter, pPAFAH inh, ZTA counter, PAFAH1B2 inh, PREPL inhibitor, EBNA-1 inh, LYPLA1 counter
> Cc1cc(C)nc(NS(=O)(=O)c2ccc(NC(=O)COc3ccccc3)cc2)n1
→ -25, -2, 3, 2, -16, 3, 8, 0, -1
> O=C(N/N=C/c1sc(N2CCCCC2)nc1-c1cccs1)C1CC1
→ 9, 8, 1, 5, -14, 1, 3, 4, 4
> CCCN(c1ccc(C)cc1)c1nc(=O)c2cccnc2s1
→ /, /, 6, 2, -24, /, -1, 5, 1
> CCOc1ccc(OCC)c(NC(=O)CN(C)S(=O)(=O)c2cnc[nH]2)c1
→ 2, 2, 9, 1, 6, 6, 4, 4, 1
> COc1ccc(CN2C(=O)C(C)N(C(=O)c3c(F)cccc3F)c3ccccc32)cc1 (configuration not stated)
→ 6, -3, 3, 1, -8, -1, 18, -3, -1
> COc1ccc(OC)c(CN2CCN(CC(=O)Nc3ccccc3C(=O)NC3CC3)CC2)c1
→ 1, 4, -1, 3, 6, 4, -1, /, 2
> CCc1ccc(Nc2nnc(SCC(=O)NCCN3C(=O)CSC3=O)s2)cc1
→ -3, 0, 0, 11, 6, 2, 20, -3, 2
> COc1cccc(/C=N/NC(=O)c2ccc(=O)n(C)c2)c1OC
→ 0, 4, 0, 4, 12, 1, 0, -3, 2
> COc1ccc(Cl)cc1NC(=O)C1COc2ccccc2O1 (configuration not stated)
→ 4, 11, -5, 7, 5, -2, 11, -7, -4
> CC(=O)Nc1ccc(S(=O)(=O)N2CCN(Cc3ccncc3)CC2)cc1
→ 1, 5, 2, 1, -18, 2, -3, -4, 4
> CC1CCCCN1Cc1cnc(Cl)s1 (configuration not stated)
→ 0, 2, -4, 1, 11, -1, 11, -1, 0
> O=C(NC1CCCCC1)C1(S(=O)(=O)c2ccc(Cl)cc2)CC1
→ 0, 3, 1, 3, -4, 1, 3, -13, -4
> Fc1ccccc1N1CCN(c2ncnc3nc[nH]c23)CC1
→ -7, 15, -1, 9, 1, 0, -3, 6, -3
> O=C(O)c1ccc2c(=O)n3c(nc2c1)/C(=C/c1ccc(Cl)c(Cl)c1)CC3
→ -1, 6, 5, 1, 6, 7, 1, 0, 0
> Cc1oc2c(c1C(=O)c1ccccc1)C(=O)C(=O)c1ccccc1-2
→ 34*, 16, 14, 36*, -23, 6, 36, 2, 10
> O=C(OCCN1CCOCC1)c1cccc(F)c1
→ 3, 1, -1, 4, -28, 3, -10, -2, 0
> CCn1c(CC(=O)Nc2ccccc2F)nnc1SCC(=O)NC1CCCC1
→ 9, 0, 4, 4, -9, 9, 8, 5, -1
> C[C@H](NC(=O)c1nc[nH]c1C(=O)NC(c1ccccc1)c1ccccc1)C(=O)OC(C)(C)C
→ 8, -8, -5, 9, 7, -6, -7, -4, -1
> C=CCOC(=O)C1=C[C@@H](c2ccc(C(F)(F)F)cc2)C[C@@H](OCc2ccc(CO)cc2)O1
→ -8, 8, -7, 9, -1, 5, 30, 4, -1
> O=C(c1cc2ccccc2o1)N1CCN(c2cccc(C(F)(F)F)c2)CC1
→ 1, 1, 1, -1, 10, 1, -6, 10, -5
> COc1cc(C(=O)Nc2ccc(O)cc2C(=O)O)ccc1OC(C)=O
→ 0, 0, -1, 1, 8, 6, 8, 3, 0
> Cc1ccc(S(=O)(=O)NCCc2cc3ccc(C)cc3[nH]c2=O)cc1
→ -14, -1, -1, 7, -3, 27*, -5, 14, -2
> COc1ccc(C)cc1NC(=O)C(NCC(O)c1ccccc1)c1ccccc1 (configuration not stated)
→ 7, -1, 5, 8, -9, -3, -5, -4, 0
> Cc1cc(C)cc(NC(=O)N2CCCN(Cc3c(F)cccc3Cl)CC2)c1
→ 6, 5, -8, 7, -2, 2, 1, 0, -2
> Cc1cc(C)nc(NC(=O)c2ccccc2O)n1
→ 5, 0, 9, -2, -9, 3, 8, 5, 1
> Cc1ccccc1OC(=O)c1cccc(S(=O)(=O)N2CCN(C)CC2)c1
→ 0, 11, -1, -2, -18, 10, -8, /, -3
> FC(F)(F)c1nnc2n1N=C(c1cccs1)CS2
→ -3, 9, 2, -1, 5, 5, 3, 4, -2
> O=C(O)/C=C\c1cccc(-n2cnnn2)c1
→ 1, 1, 0, 2, 0, 3, 9, 13, -2
> COc1ccc(C2CC(=O)Oc3cc(C)cc(C)c32)cc1 (configuration not stated)
→ 4, 6, /, 10, /, 3, /, /, /
> COc1ccc(Cc2nnc(NC(=O)c3c(-c4ccccc4)noc3C)s2)cc1OC
→ 4, 3, -5, -2, 9, 0, 16, -9, 0

Further structures:
Every second line gives: PAFAH2 inh, PAFAH1B3 FP inh, LYPLA2 counter, pPAFAH inh, ZTA counter, PAFAH1B2 inh, PREPL inhibitor, EBNA-1 inh, LYPLA1 counter
> CC(=O)N1N=C(N)SC1c1cccc([N+](=O)[O-])c1 (configuration not stated)
→ -12, -6, -1, 1, -18, -1, 13, 1, -3
> Cc1ccc(Cl)cc1N1CCN(C(=O)c2noc(C(C)C)c2[N+](=O)[O-])CC1
→ 6, 5, 13, 10, 7, 5, 8, 3, 0
> CC(=O)Nc1ccc(S(=O)(=O)N(Cc2cc3ccc(C)cc3[nH]c2=O)CC2CCCO2)cc1 (configuration not stated)
→ 22, -4, -2, 3, 1, -4, 5, -3, -4
> S=C(Nc1ccc2[nH]ccc2c1)NC1CCCCC1
→ 6, 3, 0, 8, -5, 1, 19, 1, -2
> CCOc1ccccc1N1CCN(CC(=O)NC(C)c2ccccc2)CC1 (configuration not stated)
→ -5, 10, 6, -2, -18, 7, 4, 8, -1
> N#Cc1ccccc1Sc1ccccc1C(=O)N1CCOCC1
→ -5, 3, -10, -8, 6, -2, -2, -13, -3
> O=C(Nc1ccccc1Oc1ccccc1)C1=COCCO1
→ 0, 4, 3, 3, 13, 5, -7, 0, 0

These rows are one share of the data; the hit share may differ from the screen's.
